OX1R antag-1 – blocks the human orexin 1 receptor; O43613; OX1R-expressing cells, FRET antagonist read-out; inhibition, % at 6.6 µM; hit rate 1.8% among 330,000; AID 485270; in the data active means inhibition mostly above about 38%, no sharp cut-off; inactive means mostly below about 40%;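 further: 0% = agonist challenge alone and 100% = reference antagonist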
Target sequence (O43613 whole entry, looked up): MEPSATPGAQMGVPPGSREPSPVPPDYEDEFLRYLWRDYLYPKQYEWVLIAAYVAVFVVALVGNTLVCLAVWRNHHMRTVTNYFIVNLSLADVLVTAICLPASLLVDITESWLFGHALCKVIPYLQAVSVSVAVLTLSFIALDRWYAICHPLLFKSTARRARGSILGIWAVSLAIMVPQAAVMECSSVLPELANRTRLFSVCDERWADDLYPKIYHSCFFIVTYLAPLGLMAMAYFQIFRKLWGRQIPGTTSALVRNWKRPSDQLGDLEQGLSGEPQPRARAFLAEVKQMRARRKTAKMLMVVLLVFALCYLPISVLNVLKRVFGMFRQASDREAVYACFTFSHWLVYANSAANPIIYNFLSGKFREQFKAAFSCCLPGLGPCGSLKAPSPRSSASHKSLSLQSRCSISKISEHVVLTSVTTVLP
OX1R antag-2 – antagonists of human orexin 1 receptor. O43613. hit rate 0.43% among 330,000. inhibition, % at 5 µM. AID 434989. CHO/OX1R cells, Fluo-8 calcium fluorescence, orexin A;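 active means inhibition above its plate's threshold, mean inhibition of all tested compounds on the plate plus 3 SD, cut at about 37% in these data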;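 further: 0% = orexin A challenge wells and 100% = SB-334867-A antagonist wells; not every result past the cut was called active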
* = called active by the depositor.

SMILES | OX1R antag-1 | OX1R antag-2
O=C(COC(=O)c1ccc(O)cc1O)Nc1ncc(Cl)cc1Cl | 8.6 | -15.2
CC(=O)N(CCN(C(C)=O)c1ccccc1)c1ccccc1 | -0.1 | -11.7
OCC1OC(n2nnc3ccccc32)C(O)C(O)C1O (configuration not stated) | 14.3 | -9.5
CCc1nnc(NC(=O)CCn2cnc3ccccc3c2=O)s1 | 5.5 | -35.0
Cc1ccc(-c2csc(NC(CO)c3nc4ccccc4n3CCOCCO)n2)cc1 (configuration not stated) | 25.0 | -9.9
COCCCNC(=O)C1CCCN(C(=O)Nc2ccc(OC)cc2)C1 (configuration not stated) | 4.9 | 3.3
COC(=O)c1cccc(-n2cnnn2)c1 | 8.2 | -1.9
O=S(=O)(NCCC1=CCCCC1)c1ccccc1Cl | 8.2 | -11.5
CCc1ccc(C(=O)CCC2CCCCC2=O)cc1 (configuration not stated) | 11.6 | -24.2
CC(/C=N/NC(=O)c1ccccc1C)=C\c1ccccc1 | 8.4 | -12.1
COc1ccc(C(=O)N2CCC(C(=O)O)CC2)cc1 | 12.4 | -11.5
CCN(CC(=O)Nc1c(F)cccc1F)C(=O)c1ccc(N2CCCC2=O)cc1 | 16.2 | 1.1
O=C(OCCN1CCCCC1)c1ccccc1Cl | 13.9 | -4.3
Cc1ccc(CNC(=O)c2ccc(CS(=O)Cc3ccccc3Cl)o2)cc1 (configuration not stated) | 18.2 | -32.1
COc1cccc(NC(=O)Nc2nnc(Cc3ccccc3F)s2)c1 | 6.7 | -20.1
CC(C)OC(=O)CC1C(=O)NCCN1C(=S)NC(=O)c1ccc(F)cc1 (configuration not stated) | 12.6 | -15.3
O=C(NC1CCN(c2ncccn2)CC1)c1ccccc1F | -10.9 | -7.0
CN1CCN(S(=O)(=O)c2ccc(N(C)Cc3ccc(C(F)(F)F)cc3)c([N+](=O)[O-])c2)CC1 | -3.3 | 28.9
O=C(NCc1cccc(C(F)(F)F)c1)N1CCN(S(=O)(=O)c2ccccc2F)CC1 | 8.0 | -29.4
COc1ccc(NC(=O)Nc2ccc3c(c2)CC(=O)N([C@H](C)CO)C[C@H](C)[C@H](CN(C)Cc2ccc(C(=O)O)cc2)O3)cc1 | 9.3 | -2.1
CCOC(=O)[C@@H]1[C@H]2COc3ccc(Br)cc3[C@H]2N2C(=O)N(c3ccc(F)cc3)C(=O)[C@@]12C | 13.6 | -6.5
COc1cccc2c(SCC(=O)N/N=C/c3ccccc3)cc(C)nc12 | 14.3 | -8.4
Cc1ccc(-n2c(C)nnc2SCC(=O)N2CCc3ccccc3C2)cc1 | 9.6 | -16.4
Cc1c(-c2ccnc3cc(C(=O)O)nn23)cnn1C | 20.2 | -9.4
CCCCN(C)C(=O)Cn1cnc2sc(C)c(S(=O)(=O)N3CCN(c4ccccc4OC)CC3)c2c1=O | 15.9 | -17.2

The closing 5 entries of the section before are carried over, then new ones follow:
SMILES | OX1R antag-1 | OX1R antag-2
CCOC(=O)[C@@H]1[C@H]2COc3ccc(Br)cc3[C@H]2N2C(=O)N(c3ccc(F)cc3)C(=O)[C@@]12C | 13.6 | -6.5
COc1cccc2c(SCC(=O)N/N=C/c3ccccc3)cc(C)nc12 | 14.3 | -8.4
Cc1ccc(-n2c(C)nnc2SCC(=O)N2CCc3ccccc3C2)cc1 | 9.6 | -16.4
Cc1c(-c2ccnc3cc(C(=O)O)nn23)cnn1C | 20.2 | -9.4
CCCCN(C)C(=O)Cn1cnc2sc(C)c(S(=O)(=O)N3CCN(c4ccccc4OC)CC3)c2c1=O | 15.9 | -17.2
COc1ccc(CCNC(=O)c2cn(C)c3ccc(S(=O)(=O)N4CCOCC4)cc3c2=O)cc1OC | 11.6 | -36.9
CCOC(=O)C1C(C(C)=O)=C(c2ccccc2)c2ccccc2N1S(=O)(=O)C(F)(F)F (configuration not stated) | 23.8 | -8.3
CC(C)c1ccc(NC(=O)CNC(=O)Cn2cnc3ccccc3c2=O)cc1 | 3.6 | -19.5
CC(NC(=O)COC(=O)CC(c1ccccc1)c1ccccc1)c1ccccc1 (configuration not stated) | 20.4 | -24.1
CC(=O)c1c(C)[nH]c(C(=O)Nc2ccc3c(c2)OCCO3)c1C | 21.1 | -15.7
CC(C)c1ccc(N=C2NN=C(c3cccs3)CS2)cc1 | 23.2 | -11.3
Cc1nc(OCC(C)C)c2sc3nc4c(cc3c2n1)COC(C)(C)C4 | 6.3 | -10.6
N#Cc1ccccc1NC(=O)COC(=O)/C=C/c1ccc(S(=O)(=O)N2CCOCC2)cc1 | 6.1 | -12.7
O=C(NCCC1=CCCCC1)C1COc2ccccc2O1 (configuration not stated) | 26.7 | -17.0
COc1ccc(S(=O)(=O)Cc2ccc(C(=O)NCc3cccnc3)o2)cc1 | 13.4 | -5.9
Cc1ccc2[nH]c3c(=S)nc[nH]c3c2c1 | -13.5 | -1.1
Cc1cccc(CN2C[C@]34CC[C@@H](C[C@@H]3S2(=O)=O)O4)c1 | 23.9 | -8.3
CCOc1cc(C(=O)Nc2ccccc2N2CCOCC2)ccc1OCC(=O)N1CCCCC1 | 11.2 | -20.7
C=CCOC(=O)C1=C[C@@H](c2cn(C(C)=O)c3ccccc23)C[C@@H](OCCCCO)O1 | 13.0 | -16.9
COc1ccc(NC(=O)CSc2nc(O)cc(=O)n2-c2ccccc2OC)cc1 | 5.8 | 5.8
CC1(C)C2CC[C@]3(C)C(CC=C4[C@@H]5C[C@](C)(CO)CC[C@]5(C(=O)O)CC[C@]43C)[C@@]2(C)CC[C@@H]1O (some centres not stated) | 11.2 | -4.7
CCOC(=O)c1oc2c(O)c(O)ccc2c(=O)c1-c1nncn1-c1ccccc1 | 43.9 | 5.5
COc1cc(NC(=S)NCc2ccco2)cc(OC)c1OC | 12.7 | 76.7*
O=C(Nc1ccccc1F)c1ccc2c(c1)OCO2 | 0.6 | -5.0
CC(Oc1ccc2c(c1)oc(=O)c1ccccc12)C(=O)NCC1CCC(C(=O)O)CC1 (configuration not stated) | 9.4 | -14.3
NCCCNC(=O)c1cc2ccccc2[nH]1 | 6.2 | -14.7
Cc1cc(C)c2c(N=NN3CCOCC3)[nH]nc2n1 | 10.8 | -13.8
CSc1nc(N)nc(C(C)C)n1 | 8.5 | -10.3
C=CCNC(=O)c1ccc(C)cc1Cl | 14.4 | -3.4
COc1ccc(C2N(S(=O)(=O)c3ccc(C)cc3)CCN2S(=O)(=O)c2ccc(C)cc2)cc1 | 18.5 | -16.1

(next part)
SMILES | OX1R antag-1 | OX1R antag-2
COCCCNC(=O)CCN1N=C(c2ccccc2)CCC1=O | 8.6 | -2.6
O=C(O)c1ccc(/C=N/N2CCN(Cc3cccc4ccccc34)CC2)cc1 | 13.4 | -10.9
CCOc1cc(NC(=S)NC)c(OCC)cc1NC(=O)c1ccco1 | 14.9 | -19.7
Cc1c(C(=O)N2CCC(C)CC2)sc2ncn(CC(=O)N3CCC(C)CC3)c(=O)c12 | 10.7 | -18.1
Cc1cc(SCc2ccccc2F)nc(=O)[nH]1 | 6.1 | -5.7
COC(=O)c1cc(NC(=O)c2ccco2)ccc1N1CCOCC1 | 4.5 | -0.8
CC1CC2(C)Oc3ccccc3C3OCC1(CO)C(C)C32 (configuration not stated) | 12.4 | 12.2
COc1ccc(CN2C(=O)CSC2c2ccccn2)cc1 (configuration not stated) | 11.8 | -6.3
COc1cc(NC(=O)CCc2ccccc2)nc(OC)n1 | 9.9 | -14.2
O=C(NCc1cccnc1)c1ccccc1NC(=O)c1c(F)cccc1F | 4.3 | -12.7
CCc1nnc(NC(=O)C2CCCN2S(=O)(=O)c2ccc(F)cc2)s1 (configuration not stated) | 26.7 | -7.0
CCCc1cc(=O)oc2cc(C)cc(OC(C)C(=O)NCC3CCC(C(=O)O)CC3)c12 (configuration not stated) | 3.4 | 13.6
CN1CCN(NC(=O)c2cc(-c3ccccn3)nc3ccccc23)CC1 | 18.3 | -14.0
Cc1cccc(N2C(=O)SC(N(C)c3ccccc3)C2=O)c1 (configuration not stated) | 14.4 | -24.6
CCC(=O)Nc1ccc(C(=O)Nc2ccc3c(c2)C(=O)N(CC2CCCO2)C3=O)cc1 (configuration not stated) | 21.5 | -14.2
CCN(CC)C(=O)Cn1cc(C(=O)C(=O)Nc2ccc3c(c2)OCCO3)c2ccccc21 | 20.4 | -17.6
O=C1N[C@@H](Cc2ccccc2)C(=O)N2[C@@H]1C[C@@]1(Br)c3ccccc3N(S(=O)(=O)c3ccccc3)[C@@H]21 | 20.9 | -13.0
S=C(NCc1ccco1)N1CCOCC1 | 17.9 | 7.6
COc1ccc(NS(=O)(=O)c2csc(C(=O)N3CCCC3)c2)cc1 | 9.6 | -19.4
CCOCCCNC(=O)Cn1cnc2sc(C)c(S(=O)(=O)N3CCN(c4ncccn4)CC3)c2c1=O | 18.8 | -22.6
COc1cccc(CNC(=O)CCC2CCCN(C/C=C/c3ccccc3OC)C2)c1 (configuration not stated) | 5.2 | -40.5
CC(C)(C)c1cc(CCC(=O)N2CCC2)cc(C(C)(C)C)c1O | 21.5 | -15.8
O=C(Nc1ccccc1C(=O)N1CCCC1)c1cccc(S(=O)(=O)N2CCCCCC2)c1 | 18.8 | -26.9
CN(C)c1cccc(C(=O)OC(C(=O)Nc2ccc([N+](=O)[O-])cc2Br)c2ccccc2)c1 (configuration not stated) | 3.9 | -10.9
O=Cc1ccc(OCCN2CCCC2=O)cc1 | -7.0 | -6.0

Copied from above for reference:
SMILES | OX1R antag-1 | OX1R antag-2
CCc1nnc(NC(=O)C2CCCN2S(=O)(=O)c2ccc(F)cc2)s1 (configuration not stated) | 26.7 | -7.0
CCCc1cc(=O)oc2cc(C)cc(OC(C)C(=O)NCC3CCC(C(=O)O)CC3)c12 (configuration not stated) | 3.4 | 13.6
CN1CCN(NC(=O)c2cc(-c3ccccn3)nc3ccccc23)CC1 | 18.3 | -14.0

Part of the list above, as tab-separated lines.
Structure	OX1R antag-1	OX1R antag-2
O=C(Nc1ccccc1C(=O)N1CCCC1)c1cccc(S(=O)(=O)N2CCCCCC2)c1	18.8	-26.9
CCc1nnc(NC(=O)C2CCCN2S(=O)(=O)c2ccc(F)cc2)s1 (configuration not stated)	26.7	-7.0

(listing goes on)
SMILES | OX1R antag-1 | OX1R antag-2
CN(C(=O)c1ccc2c(c1)SC1=NS(=O)(=O)CCN12)C(c1ccccc1)c1ccccc1 | 12.4 | -17.5
Cc1ccc(SCC(=O)OCC(=O)NCc2cccs2)cc1C | 3.8 | -18.1
CN1CCN(C2OC(=O)c3ccccc32)CC1 (configuration not stated) | 6.8 | -13.5
COc1ccccc1NC(=O)C1=C(C)Nc2nnnn2C1c1cc(Br)ccc1OC (configuration not stated) | 9.2 | -12.5
COc1ccc(-c2nn(-c3ccccc3)cc2C(=O)Nc2ccc(C(=O)O)cc2)cc1 | 11.1 | -3.2
O=C1CCC(=O)N1CCOP1(=O)COc2ccccc2OC1 | 6.9 | -8.6
Cc1cc(C)n(-c2nc(NCCO)c3c4c(sc3n2)CCCC4)n1 | -77.3 | -38.1
O=C(COC(=O)c1cc(S(=O)(=O)N2CCOCC2)ccc1O)NCCc1ccccc1 | 1.2 | -18.6
CN(C)C(=O)c1ccc(-c2cc(C(F)(F)F)nn2C)s1 | 13.2 | 1.4
CC(=O)C1C(c2ccc(Cl)cc2)NC(=O)NC1(O)C(F)(F)F (configuration not stated) | 18.2 | -10.5
Cc1nc2nc(-c3ccco3)nn2c(C)c1Cl | 19.5 | -5.7
COc1cc(OC)cc(C(=O)Nc2nc3ccc(S(C)(=O)=O)cc3s2)c1 | 40.6 | 3.0
COc1cc(CN2CCCC(CCC(=O)NCc3ccc(C)o3)C2)cc2c1OCO2 (configuration not stated) | 4.9 | -34.4
Cc1noc(C)c1CSCC(=O)Nc1cc(C(F)(F)F)ccc1N1CCCCC1 | 11.4 | -25.1
COCC(C)NS(=O)(=O)c1ccc(NC(=O)c2ccccn2)cc1 (configuration not stated) | 20.0 | -12.0
Cc1cc(Cl)c(S(=O)(=O)NCc2ccncc2)cc1OCC(N)=O | 13.1 | -14.9
Cc1cc(NC(=O)c2ccccc2)n(C)n1 | 0.2 | -11.3
C=CCSc1nc2ccsc2c(=O)n1-c1ccccc1 | 26.1 | -36.8
CC(C)CC(=O)Nc1ccc(Nc2ccccc2)cc1 | 25.0 | 4.9
CN(C)c1ccc(/C=C/C(=O)c2ccccc2O)cc1 | 19.5 | 14.1
O=C(c1cnn2c(-c3ccccc3)cc(-c3ccccc3)nc12)N1CCN(Cc2ccccc2)CC1 | 25.1 | -24.0
COc1ccccc1CCN=C(N)NS(=O)(=O)c1ccc(C)cc1 | 5.8 | -18.6
COC(=O)C(Cc1ccc(O)cc1)N1Cc2ccccc2C1=O (configuration not stated) | 4.5 | -8.5
COCCOC(=O)c1c(C)n(C)c2ccc(OC(=O)c3cccs3)cc12 | 14.5 | -20.3
Cc1c(NC(=O)C(C)Sc2n[nH]c(N)n2)c(=O)n(-c2ccccc2)n1C (configuration not stated) | 23.4 | -7.8
COc1ccccc1-n1nnnc1SCC(=O)N(C)C1CCS(=O)(=O)C1 (configuration not stated) | -2.9 | 14.7
CCN(CC)CC#CC(O)(c1ccccc1)c1ccccc1 | 12.8 | -26.6
O=C(OCc1ccccc1)C1=NNC2C(=O)N(c3ccccc3)C(=O)C12 (configuration not stated) | 0.2 | -2.1
COCCCN1C(=O)C(=O)/C(=C(/O)c2ccc(OC(C)C)cc2)C1c1ccc(O)c(OC)c1 (configuration not stated) | 29.8 | -6.3

Laid out differently: entries from further up
OX1R antag-1	OX1R antag-2	compound
25.1	-24.0	O=C(c1cnn2c(-c3ccccc3)cc(-c3ccccc3)nc12)N1CCN(Cc2ccccc2)CC1
5.8	-18.6	COc1ccccc1CCN=C(N)NS(=O)(=O)c1ccc(C)cc1
4.5	-8.5	COC(=O)C(Cc1ccc(O)cc1)N1Cc2ccccc2C1=O (configuration not stated)

Bioassay records: PubChem, The Scripps Research Institute Molecular Screening Center
